Assay outcomes as filed in PubChem BioAssay.
MEKK2wt PB1 HTS = raises or lowers MEK5 binding to wildtype human MEKK2 PB1 domain | 290,000 compounds, 1.1% hits | bead flow cytometry, Alexa488-MEK5 binding to MEKK2 WT; actives lie on both sides | binding response (% of control), % at 10 µM | AID 1531 | Q9Y2U5; in the data active = binding response below about 67% or above about 130%
MEKK2mut PB1 HTS = signal of MEK5 binding to mutant human MEKK2 PB1 domain; bead flow cytometry, Alexa488-MEK5 binding to MEKK2 mutant; percent response, % at 10 µM; 290,000 compounds, 0.35% hits; AID 1530; in the data active = percent response above about 24%, passing the limit was not always enough; note: inactives centre near 1; some results filed as inactive read as strong as hits; reference of the scale not given here
MEKK3 PB1 HTS = modulators (inhibitors or enhancers) of MEK5 binding to human MEKK3 PB1 domain; Q99759; binding response (% of control), % at 10 µM; 290,000 compounds, 1.4% hits; bead-based flow cytometry, Alexa488-MEK5 binding to MEKK3; actives lie on both sides; 0 = blocked by unlabeled MEK5, 100 = vehicle; AID 1529;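 active = binding response more than 3 SD above or below the average of its plate-row segment, actives on both sides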;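 note: Alexa488 bead fluorescence after subtracting the streptavidin-only scavenger bead signal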
Target sequence (Q99759 whole entry, looked up, the tested form may be a part): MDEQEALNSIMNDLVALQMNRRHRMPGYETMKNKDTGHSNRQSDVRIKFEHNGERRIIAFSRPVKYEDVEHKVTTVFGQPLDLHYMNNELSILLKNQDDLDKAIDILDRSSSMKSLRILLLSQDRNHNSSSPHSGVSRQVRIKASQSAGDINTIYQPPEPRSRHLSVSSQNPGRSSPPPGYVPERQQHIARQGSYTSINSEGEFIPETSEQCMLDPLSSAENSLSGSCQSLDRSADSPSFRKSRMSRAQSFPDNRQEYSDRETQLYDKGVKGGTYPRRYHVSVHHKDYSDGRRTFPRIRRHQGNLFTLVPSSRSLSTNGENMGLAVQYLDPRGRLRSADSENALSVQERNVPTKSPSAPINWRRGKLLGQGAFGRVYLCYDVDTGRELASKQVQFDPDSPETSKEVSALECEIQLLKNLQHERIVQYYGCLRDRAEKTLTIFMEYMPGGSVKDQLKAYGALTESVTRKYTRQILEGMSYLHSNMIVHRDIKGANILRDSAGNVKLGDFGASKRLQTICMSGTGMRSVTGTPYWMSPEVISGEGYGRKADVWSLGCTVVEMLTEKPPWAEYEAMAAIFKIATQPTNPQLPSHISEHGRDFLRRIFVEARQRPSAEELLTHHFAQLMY
FID counter = fluorescent intercalator displacement, NS3 helicase counter-screen. DNA fluorescent intercalator displacement, fluorescence. inhibition, % at 7.9 µM. 290,000 compounds, 0.17% hits. AID 1845; in the data active = inhibition above about 37%;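 note: 0% = vehicle and 100% = reference compound; higher means more ethidium bromide displaced from hairpin DNA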
PHOSPHO1 block = PHOSPHO1 (human) inhibition; Q8TCT1; recombinant PHOSPHO1, absorbance phosphatase assay; inhibition, % at 13.3 µM; 290,000 compounds, 1.1% hits; AID 1565; in the data active = inhibition above about 60%
NALP1 inh = NALP1 inhibition | S. cerevisiae NALP1/ASC/caspase-1 growth, X-gal OD620, 72 h | AID 2071 | inhibition, % at 10 µM | 280,000 compounds, 0.61% hits; in the data active = inhibition mostly above about 24%, no sharp cut-off; inactive = mostly below about 32%; note: some compounds called inactive have numbers as strong as hits
PfM18AAP inh = blocks P. falciparum M18 aspartyl aminopeptidase; recombinant PfM18AAP, H-Glu-NHMec fluorogenic cleavage; inhibition, % at 7.35 µM; 290,000 compounds, 1.2% hits;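 active = inhibition above the campaign mean inhibition over all tested compounds plus 3 SD, cut at about 28% in these data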;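 note: 0% = plate median of test compound wells and 100% = 2 mM ZnCl2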
OXTR agonist = human OXTR agonism; 320,000 compounds, 0.32% hits; activation, % at 3 µM; CHO-OTR cells, Fluo-8 calcium fluorescence; normalized: DMSO 0%, oxytocin 100%; AID 2435;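 active = activation above the mean of all tested compounds plus 3 SD, cutoff set per screening run, cut at about 20% in these data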;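 note: peak over basal fluorescence ratio from a 100 s FLIPR kinetic read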
Target sequence (P30559 whole entry, looked up): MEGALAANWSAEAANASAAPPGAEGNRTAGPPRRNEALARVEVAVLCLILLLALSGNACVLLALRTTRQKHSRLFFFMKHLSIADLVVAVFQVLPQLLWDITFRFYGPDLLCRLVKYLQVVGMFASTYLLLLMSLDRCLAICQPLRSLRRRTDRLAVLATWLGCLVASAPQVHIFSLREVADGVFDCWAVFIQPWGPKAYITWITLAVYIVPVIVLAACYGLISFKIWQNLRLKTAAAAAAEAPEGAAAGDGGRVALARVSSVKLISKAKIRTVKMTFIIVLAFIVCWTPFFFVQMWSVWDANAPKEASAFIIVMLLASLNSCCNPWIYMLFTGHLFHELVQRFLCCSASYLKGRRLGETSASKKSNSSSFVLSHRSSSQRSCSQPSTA
GPR7 antagonist = human neuropeptides B/W receptor 1 antagonism | GPR7-expressing cells, fluorescence antagonist assay | 290,000 compounds, 1.1% hits | P48145 | inhibition, % at 4.4 µM | AID 1861; in the data active = inhibition above about 16%, passing the limit was not always enough;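 note: cells stimulated with the agonist NPW; 0% = agonist with vehicle and 100% = vehicle without agonist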
* hit, by the source's call; . = no result given; [ ] = remark or other dose.

SMILES	MEKK2wt PB1 HTS	MEKK2mut PB1 HTS	MEKK3 PB1 HTS	FID counter	PHOSPHO1 block	NALP1 inh	PfM18AAP inh	OXTR agonist	GPR7 antagonist
CCCCNC(=O)C(=O)c1ccccc1NC(C)=O	89	-6	88	2	40	-2	-9	-1.3	-4
O=C1c2ccccc2S(=O)(=O)c2cc(C(=O)N3CCN(c4ncccn4)CC3)ccc21	102	2	101	.	.	.	.	-0.8	.
Cc1ccc(C)c(N2CCN(S(=O)(=O)c3ccc4c(c3)CC(C)N4C(=O)C3CC3)CC2)c1 (stereo unspecified)	96	-1	99	-6	12	7	-4	-0.3	-1
O=C(O)c1cc(-c2ccc(/C=N/NC(=S)Nc3ccccc3)o2)ccc1Cl	101	-1	102	-29	-5	-3	14	-1.1	-2
CC(NC(=O)Nc1ccc(Cl)cc1)C1CCCO1 (stereo unspecified)	101	-4	99	0	41	-1	-7	0.3	-9
COc1cccc(CCNC(=O)CC2C(=O)NCCN2Cc2ccc(C)o2)c1 (stereo unspecified)	97	0	95	-22	47	-8	7	0.3	-11
COC(=O)Cn1c(=NC(=O)c2ccc([N+](=O)[O-])s2)sc2cc(Br)ccc21	92	-2	97	3	-1	31	4	2.1	-4
C#CCOCCOCCOCCNc1nc(N2CCN(C(=O)[C@H]([C@@H](C)CC)n3cc([C@@H](N)CO)nn3)CC2)nc(N2CCN(C(=O)[C@H]([C@@H](C)CC)n3cc([C@@H](N)CO)nn3)CC2)n1	75	1	85	.	22	.	.	.	.
COc1ccc(Cc2c(C)nc(N)nc2Cl)cc1	102	0	101	-13	2	16	0	-1.2	-12
CCCCNC(=O)CCn1nc(-c2ccccc2)ccc1=O	.	.	.	-3	-2	-2	-11	-0.3	-7
CCCCn1c(SCC(=O)Nc2nnc(C)s2)nnc1-c1ccoc1C	97	-2	98	-24	14	2	1	-0.6	-1
COC(=O)CSc1ccc(S(=O)(=O)N2CCC(C)CC2)cc1[N+](=O)[O-]	90	-3	87	3	-19	29	5	-0.9	-10
O=C(CCNC(=O)c1ccco1)Nc1ccc(OC(F)(F)F)cc1	107	7	102	-10	37	11	1	0.3	-9
Cc1ccc(CNC(=O)CS(=O)Cc2nc(-c3cccs3)oc2C)cc1 (stereo unspecified)	101	8	102	-15	19	-3	2	-2.0	-5
COc1cccc(-c2noc(-c3ccc(Br)o3)n2)c1	88	-9	94	2	59	-5	-4	-1.9	-6
COc1ccc(Cl)cc1NC(=O)CSc1nnc(CN2CCOCC2)n1-c1ccc(Cl)cc1	104	5	98	-38	17	15	1	8.5	6
Cc1ccccc1NC(=O)c1cc(S(=O)(=O)N2CCOCC2)cn1C	99	-3	100	-5	39	4	2	0.0	-2
Cc1ccc(NC(=O)C2c3ccccc3Oc3ccccc32)c(C)c1	101	0	112	0	10	26	4	-1.6	-7
CC(=O)N1CCc2cc(Br)cc(S(=O)(=O)NCCN3CCCCC3C)c21 (stereo unspecified)	104	2	100	2	5	9	-1	-0.1	2
CNC(=O)Cn1nc(-c2ccc(C)cc2)c2ccccc2c1=O	99	1	97	-16	30	10	-1	-0.7	-10
CS(=O)(=O)N(CC(=O)Nc1cccc([N+](=O)[O-])c1)c1cccc(F)c1	102	-2	100	7	-2	-6	-1	1.3	9
O=C1CN(C(=O)c2ccco2)c2ccccc2N1	104	3	103	1	-2	42	-6	1.3	-7
COc1ccc(S(=O)(=O)N2CCOCC2)cc1NC(=O)CN(C)Cc1c(F)cccc1Cl	105	-1	108	-31	18	6	-4	-1.2	2
COc1cc(SC)ccc1C(=O)NCC1CCCCC1	105	4	103	-30	27	31	-13	-1.3	4
CC(=O)NCCC1CCN(C(=O)C2CCC(=O)N(C3CCCC3)C2)CC1 (stereo unspecified)	103	1	100	-6	44	8	0	8.7	-12
(continued)
SMILES	MEKK2wt PB1 HTS	MEKK2mut PB1 HTS	MEKK3 PB1 HTS	FID counter	PHOSPHO1 block	NALP1 inh	PfM18AAP inh	OXTR agonist	GPR7 antagonist
Clc1ccc(C2Nc3ccccc3-n3cccc32)cc1 (stereo unspecified)	97	-2	99	-3	5	16	-6	-1.8	1
CCOC(=O)N1CCC(NC(=O)Cn2cc3c(n2)CCCCC3)CC1	105	5	102	-12	10	27	1	1.0	-5
O=C(Cn1cc2c(n1)CCCCC2)NCCN1CCOCC1	101	5	102	-3	-3	13	1	0.3	-10
CCOC(=O)C1=C(N)Oc2ccc3ccccc3c2C1c1cccc(O)c1 (stereo unspecified)	98	0	98	-20	.	-16	0	0.0	-13
O=C(CCC1CCCN(C(=O)C2CCCC2)C1)NCc1ccc(F)c(F)c1 (stereo unspecified)	96	-1	100	-26	10	-4	2	-2.6	-6
COc1cc2c(cc1OC)[C@@H]1Cc3ccc(OC)c(OC)c3CN1CC2	101	2	99	-17	50	7	5	-0.1	-13
CCCCCCn1c(SCC(=O)Nc2cc(C)on2)nc2ccccc2c1=O	100	3	98	-3	-3	36	0	0.1	0
CCC(C(=O)NC1CC1)n1nc(C)c2c(C)n(-c3ccccc3)nc2c1=O (stereo unspecified)	106	3	105	-28	65*	-7	-1	-0.7	-13
CC(O)CNCCCOc1ccc(Cl)cc1C(C)(C)C (stereo unspecified)	135	20	111	23	37	15	-11	9.7	21*
Cc1cccc(CNC(=O)C2CCC(=O)N(Cc3ccccc3F)C2)n1 (stereo unspecified)	100	1	100	-7	.	36	0	.	-6
COc1ccc(CCNC(=O)CC2Nc3cc(C)c(C)cc3NC2=O)cc1OC (stereo unspecified)	1.0*[inhibitor]	-20	0.0*[inhibitor]	-23	-34	6	10	-0.5	-15
Cc1nc(-c2cn[nH]c2-c2ccc(O)cc2O)cs1	104	-1	109	-3	15	19	7	0.3	4
CC1CN(S(=O)(=O)c2cccc(C(=O)OCC(=O)Nc3ccc4c(c3)OCO4)c2)CC(C)O1 (stereo unspecified)	108	8	108	-14	62*	4	-7	-0.3	5
Cc1cccc(-c2cc3c(nn2)-c2ccccc2C3=O)c1	99	3	100	5	6	16	-17	-0.6	6
CC(C(=O)Nc1ccc(F)cc1Cl)N(C)CCOc1ccccc1 (stereo unspecified)	101	9	103	-16	38	23	-10	-2.3	10
NS(=O)(=O)c1cc(C(=O)OCC(=O)Nc2ccccc2[N+](=O)[O-])ccc1Cl	99	0	103	-1	26	4	14	0.6	-15
CCc1nccn1CCC(=O)N1CCCC(N2CCN(c3ccccc3F)CC2)C1 (stereo unspecified)	96	-7	97	5	26	-1	-1	-0.3	-11
COc1ccc(-c2cc(C(F)(F)F)nc(S(C)(=O)=O)n2)cc1	93	-5	92	-1	-6	4	12	-1.7	19
NC(=O)c1nn2c(C(F)(F)F)cc(-c3ccccc3)nc2c1Br	107	4	99	-8	13	-7	0	-2.5	-12
CCNC(=O)C/C(C)=N/NC(=O)C12CC3CC(CC(C3)C1)C2	107	7	105	-8	30	11	-3	-1.8	-2
Cc1ccc(NC(=O)c2cccc(S(=O)(=O)N3CCN(C)CC3)c2)cc1F	104	1	104	18	31	15	-3	-2.0	0
CC(CNS(=O)(=O)c1ccc(Br)cc1)CN(C)C (stereo unspecified)	99	3	91	5	24	-30	4	0.4	-15
CCCCNC(=O)Cn1nc([N+](=O)[O-])c([N+](=O)[O-])c1C	110	0	106	2	5	13	-1	-1.1	-4
O=C(/C=N/O)Nc1ccc(F)cc1	94	-3	100	1	4	-7	-1	1.1	-15
CC(=O)c1ccc(C(C)(C)c2ccc(C(C)=O)s2)s1	106	5	103	-26	-10	-12	-20	-2.2	-4

Part of the list above, with two lines to a compound.
Values run as follows: MEKK2wt PB1 HTS	MEKK2mut PB1 HTS	MEKK3 PB1 HTS	FID counter	PHOSPHO1 block	NALP1 inh	PfM18AAP inh	OXTR agonist	GPR7 antagonist
O=C(/C=N/O)Nc1ccc(F)cc1
 : 94	-3	100	1	4	-7	-1	1.1	-15
O=C(Cn1cc2c(n1)CCCCC2)NCCN1CCOCC1
 : 101	5	102	-3	-3	13	1	0.3	-10
Cc1cccc(CNC(=O)C2CCC(=O)N(Cc3ccccc3F)C2)n1 (stereo unspecified)
 : 100	1	100	-7	.	36	0	.	-6
CCNC(=O)C/C(C)=N/NC(=O)C12CC3CC(CC(C3)C1)C2
 : 107	7	105	-8	30	11	-3	-1.8	-2
CC(CNS(=O)(=O)c1ccc(Br)cc1)CN(C)C (stereo unspecified)
 : 99	3	91	5	24	-30	4	0.4	-15
CCC(C(=O)NC1CC1)n1nc(C)c2c(C)n(-c3ccccc3)nc2c1=O (stereo unspecified)
 : 106	3	105	-28	65*	-7	-1	-0.7	-13
Cc1nc(-c2cn[nH]c2-c2ccc(O)cc2O)cs1
 : 104	-1	109	-3	15	19	7	0.3	4

Other results:
SMILES	MEKK2wt PB1 HTS	MEKK2mut PB1 HTS	MEKK3 PB1 HTS	FID counter	PHOSPHO1 block	NALP1 inh	PfM18AAP inh	OXTR agonist	GPR7 antagonist
CC(C)Cc1nnc(NC(=O)CCC(=O)N2CCOCC2)s1	98	0	97	-6	7	7	-3	0.7	-7
COc1ccc(-n2c(=S)[nH]c3cc(C(=O)NCc4ccc(F)cc4)ccc3c2=O)c(OC)c1	99	5	102	-33	20	-6	-6	0.9	7
Cc1ccc(NC(=O)C2CCCN(S(=O)(=O)c3ccc4[nH]c(=O)ccc4c3)C2)c(C)c1 (stereo unspecified)	92	-2	96	-8	44	31	6	1.9	-2
Cc1ccc(C(=O)CSc2nnc(N)s2)c(C)c1	95	-3	96	-2	-14	-3	3	-2.6	-3
Cc1ccc(NC(=O)Cc2noc3ccccc23)nc1	98	4	102	-8	0	11	9	-1.5	1
O=S(=O)(c1ccc(F)c(F)c1F)N1CCN(C(=S)NC2CC3CCC2C3)CC1 (stereo unspecified)	72	-14	64*[inhibitor]	-6	20	6	-5	-0.2	-7
CC(C)C(C(=O)Nc1ccncc1)c1ccc(Cl)cc1 (stereo unspecified)	100	-3	99	2	-6	-8	-4	14	13
Cc1cc(/C=C(\C#N)C(=O)NCc2cccs2)c(C)n1-c1ccccc1F	103	3	101	-3	18	-2	-3	-1.6	16
CC(C)N(Cc1ccccc1)C(=O)CC(=O)N(Cc1ccccc1)C(C)C	104	6	102	-33	31	20	4	-1.0	5
COc1cccc(C2CC(=O)Nc3cc(OC)c(OC)c(OC)c32)c1OC (stereo unspecified)	102	0	99	-21	-2	-11	0	-0.4	-7
O=C(Nc1ccc(Cc2ccncc2)cc1)c1cccc([N+](=O)[O-])c1	106	2	109	5	-1	19	-6	7.4	0
CCN(CC)CCN1C(=O)c2oc3ccc(F)cc3c(=O)c2C1c1ccncc1 (stereo unspecified)	101	1	106	.	18	9	.	0.4	.
CC1(c2ccccc2)NC(=O)N(CC(=O)Nc2ccc(S(N)(=O)=O)cc2)C1=O (stereo unspecified)	100	-3	100	-4	12	28	-4	0.6	-1
COc1ccc(S(=O)(=O)N2N=C(c3cccc(NS(C)(=O)=O)c3)CC2c2ccco2)cc1 (stereo unspecified)	14*	21	100	-28	38	10	-3	0.6	-2
C=CCc1ccc2oc(C(=O)OCC)cc(=O)c2c1O	100	-3	99	-4	33	31	-6	0.2	-6
COc1ccc(-c2csc3nc(C)nc(N4CCC(C)CC4)c23)cc1OC	102	4	103	-31	-8	2	-6	-2.3	-11
CCn1c(=O)c(CCC(=O)NCC2CCCO2)c(C)c2c(C)nn(-c3ccccc3)c21 (stereo unspecified)	99	1	101	-48	21	26	-10	-1.6	-16
CC(C)(C)NC(=O)NC(=O)COC(=O)c1cc(=O)[nH]c2ccccc12	108	3	102	-14	4	13	7	0.4	-11
CCO[C@@H]1OC(C(N)=O)=C[C@H](c2ccc(C(F)(F)F)cc2)[C@H]1CCCO	104	3	100	-15	36	-7	-9	0.6	-11
Cc1ccc(NC(=O)CN2C(=O)S/C(=C\c3ccccn3)C2=O)cc1	97	0	103	2	13	-2	-3	-0.1	-14
O=Cc1c(N2CCSCC2)nc2ccccn2c1=O	101	0	104	-3	20	-12	0	-1.0	-13
